Screening results (PubChem)
NCI-60 one-dose screen, 48 h, at 10 µM unless noted. Numbers give growth in % (100 = growth as untreated, 0 = no growth, -100 = all killed).
SK-MEL-2 = SK-MEL-2 melanoma; 4.7% of 77,000 active; AID 1794763
M14 = M14 melanoma; 6.2% of 80,000 active
UACC-62 = UACC-62 melanoma; 5.4% of 81,000 active; AID 1794756
SK-MEL-5 = SK-MEL-5 melanoma | 6.4% of 80,000 active | AID 1794755
MDA-MB-435 = MDA-MB-435 melanoma; 7.8% of 82,000 active; AID 1794794
UACC-257 = UACC-257 melanoma | 4.4% of 78,000 active | AID 1794764
MALME-3M = MALME-3M melanoma | 5.8% of 78,000 active
SK-MEL-28 = SK-MEL-28 melanoma. 4.1% of 81,000 active. AID 1794761
The depositor's hits bear a star; . = no result given; & = joins results of further samples; [ ] = dose if it differs, or a comment. Rule for the calls: active = growth percent below 10; inactive = the rest.

SMILES | SK-MEL-2 | M14 | UACC-62 | SK-MEL-5 | MDA-MB-435 | UACC-257 | MALME-3M | SK-MEL-28
Nc1nc2nc(N=Nc3ccc(Cl)cc3)[nH]c2c(=O)[nH]1 | 96 | 98 | 104 | 92 | 110 | 95 | 108 | 105
Cc1c(Cl)cccc1Nc1ncccc1C(=O)OCC(O)CO (centres undefined) | 100 | 98 | 86 | 97 | 105 | 105 | 113 | 114
NNC(=S)Nc1ccccc1 | 119 | 103 | 102 | 115 | 101 | 95 | 123 | 111
CCCCn1cnc2c(SCC(=O)O)nc(N)nc21 | 100 | 96 | 96 | 102 | 103 | 99 | 103 | 104
CCNCCNc1cc(C2CCCC2)c(C#N)c2nc3ccccc3n12 | . | -26* | -81* | -57* | 11 | -27* | -47* | -64*
Nc1nc(-c2cc(-c3ccco3)nc(N)n2)cc(-c2ccco2)n1 | 132 | 114 | 98 | 101 | 105 | 99 | 101 | 113
CC12CCC(C(=O)C1=O)C2(C)C (centres undefined) | 125 | 101 | . | 93 | 110 | 102 | . | 101
COc1cc(-c2nn(Cc3ccccc3)c3c2-c2oncc2CC3)cc(OC)c1OC | 111 | 108 | 76 | 90 | 72 | . | 139 | 95
O=[N+]([O-])c1ccc(-c2ccc([N+](=O)[O-])cc2)cc1 | . | 118 | 110 | 103 | 123 | 107 | 135 | 121
CSc1ccc(/C(=N/N=C(N)N)c2ccc(F)cc2)cc1 | 49 | 3.8* | 36 | -11* | 11 | 66 | 90 | 61
CCOc1ccc(C2N(C)c3ccccc3N2C)cc1 | 89 | 99 | 91 | 85 | 97 | 104 | 83 | 109
CCN(CC)c1ccc2cc(C(Nc3cc(OC)ccc3OC)c3nnnn3C(C)(C)C)c(=O)oc2c1 (centres undefined) | 95 | 103 | 74 | 88 | 103 | 95 | 100 | 101
Cn1cnc([N+](=O)[O-])c1S(=O)(=O)Oc1ccccc1 | 98 | 53 | 99 | 100 | 101 | 91 | -61* | 106
COC1C(C(=O)O)OC(n2c3c(Cl)cccc3c3c4c(c5c6cccc(Cl)c6[nH]c5c32)C(=O)NC4=O)C(O)C1O (centres undefined) | 95 | 100 | 97 | 99 | 102 | 92 | 96 | 109
CCCN1/C(=C(\C#N)C(=O)OCC)Sc2c1nc(C)[nH]c2=O | 91 | 130 | 95 | 102 | 118 | 112 | 106 | 124
CCCCOC(=O)c1ccc(O)cc1 | 102&121&95 | 95&99&105 | 110&99&82 | 101&88 | 104&99&97 | 104&101&111 | 102&104&93 | 104&108&98
CCOC(=O)C1=C(C)N=C2SC=C(c3ccc(Cl)cc3)N2[C@H]1c1cn[nH]c1-c1ccc(F)cc1 | 76 | 82 | 57 | 98 | 86 | 66 | 79 | 98
CSCCC(C(=O)O)N1C(=O)/C(=C/c2ccc(O)c(O)c2)SC1=S (centres undefined) | 133 | 101 | 94 | 100 | 102 | 104 | 101 | 99
CSc1nn2c(-c3sc4nc5ccccc5n4c3C)ccnc2c1C#N | 105 | 104 | 98 | 98 | 103 | 103 | 111 | 110
CCCCCCCCCCCCCCCC(=O)N1CCOCC1 | 94 | 93 | 90 | 94 | 109 | 98 | 98 | 105

Remaining list, next part
SMILES | SK-MEL-2 | M14 | UACC-62 | SK-MEL-5 | MDA-MB-435 | UACC-257 | MALME-3M | SK-MEL-28
CN(C)CCC(=O)c1ccc2ccccc2c1 | 128 | 103 | 104 | 108 | 113 | 101 | 100 | 121
O=C(Cn1nc(-c2ccc3ccccc3c2)ccc1=O)NCc1ccccc1F | 96[50 µM] | 53[50 µM] | 50[50 µM] | 43[50 µM] | 19[50 µM] | 93[50 µM] | 81[50 µM] | 85[50 µM]
O=C(Nc1ccccc1-c1nc2ccccc2c(=O)[nH]1)c1ccccc1 | 91 | 103 | 95 | 99 | 80 | 97 | 108 | 113
CSc1nc2c(c(=O)n1C)NC1=C(C(=O)c3ccccc31)C1(C=C(O)c3ccccc31)N2 (centres undefined) | 109 | 91 | 96 | 100 | . | 109 | 107 | 119
O=C(O)CCC(=O)OC(C1CO1)C(OC(=O)CCC(=O)O)C1CO1 (centres undefined) | . | 99 | 111 | 99 | 103 | 85 | 87 | 110
O=C(O)C(Cc1ccccc1)c1ccccc1 (centres undefined) | 124&125 | 99&103 | 109 | 105&91 | 107&104 | 114&110 | 109 | 108&101
COc1ccc(/C=N/C2=C(C#N)C(c3ccc(N(C)C)cc3)c3ccc4ccccc4c3O2)cc1 (centres undefined) | 63 | 44 | 48 | . | 4.0* | 79 | 72 | 74
CCCCOc1ccc(N)cc1C(=O)OCCCN(CC)CC | 91 | 98 | 99 | 92 | 101 | 98 | 106 | 113
CCC1=C[C@@H]2C[C@]3(C(=O)OC)c4[nH]c5ccccc5c4CC[N@+](CC(=O)Nc4cc5c(cc4OC)N(C)[C@H]4[C@@](O)(C(=O)OC)[C@H](OC(C)=O)[C@]6(CC)C=CCN7CC[C@]54[C@@H]76)(C2)[C@H]13 | 105 | 98 | 98 | 101 | 105 | 101 | 102 | 109
CSc1cccc(NC(=O)N2CCN(C)CC2)c1 | 116 | 104 | 101 | 102 | 110 | 110 | 110 | 142
CS(=O)(=O)c1ccccc1 | 116 | 98 | 101 | 107 | 83 | 101 | 123 | 108
COc1cc(/C=C2\SC(=S)N(NC(=O)Cc3ccccc3Nc3c(Cl)cccc3Cl)C2=O)cc(OC)c1 | 96 | 93 | 93 | 98 | 102 | 88 | 96 | 109
C=C(C)[C@@H]1CC[C@]2(COCCCNCCC#N)CC[C@]3(C)[C@H](CC[C@@H]4[C@@]5(C)CC[C@H](OCCCNCCC#N)C(C)(C)[C@@H]5CC[C@]43C)[C@@H]12 | 94 | 75 | 69 | 15 | 56 | 61 | 72 | 91
Cc1c(-c2nnc(-c3ccccc3)o2)nnn1-c1ccc([N+](=O)[O-])cc1 | 110 | 104 | 97 | 102 | 102 | 109 | 107 | 112
CCn1c(=O)n(C)c2c(=O)n(C)c(=O)n(C)c21 | 104 | 101 | 107 | 103 | 99 | 99 | . | 118
CCOc1ccc(N2C(=O)CSC2=S)cc1 | 88 | 109 | 106 | 104 | 98 | . | 97 | 108
COc1ccc(NC(=O)/C(=C/n2c(=S)[nH]c3cc(C)ccc32)C(C)=O)cc1 | 99 | 95 | 95 | 97 | 105 | 88 | . | 106
O=C(c1ccccc1)c1coc(-c2ccccc2)c1 | 104 | 105 | 83 | 100 | 97 | 110 | 107 | 110
COC(=O)c1c(NC(=O)CN2CCc3cc(OC)c(OC)cc3C2)sc2c1CCC2 | 82 | 95 | 67 | 86 | 104 | . | 80 | 109
CCN(CC)CCOCC1CC2C(C=C1C)C2(C)C (centres undefined) | . | 107 | 104 | 97 | 99 | 104 | 100 | 102

Following part.
SMILES | SK-MEL-2 | M14 | UACC-62 | SK-MEL-5 | MDA-MB-435 | UACC-257 | MALME-3M | SK-MEL-28
COc1ccc2c(c1)C(C)Cc1c(NCc3ccccc3)ncnc1N2C (centres undefined) | 92 | 94 | 71 | 68 | 40 | . | 89 | 114
COc1ccc2oc(=O)cc(-c3sc(N4CCCCC4)nc3-c3ccccc3)c2c1 | 97 | 98 | . | 108 | 104 | 109 | 104 | 105
COc1ccc(C2=NOC(c3cnccn3)C2)cc1OC (centres undefined) | 71 | 89 | 101 | 103 | 110 | 84 | 103 | 121
Cc1c(Br)cc([N+](=O)[O-])c(C)c1[N+](=O)[O-] | 104 | 99 | 95 | 103 | 111 | 99 | 102 | 99
Cc1cc(=O)n(C(=O)Nc2ccc(Br)cc2)c2cc(O)ccc12 | 117 | 105 | 103 | 110 | 105 | 103 | 107 | 106
CN(C)CCOC(=O)Nc1cccc(Cl)c1 | 99&114 | 100&105 | 93&107 | 102&103 | 102&103 | 110&110 | 105&137 | 105&111
CCOC(=O)c1nn(-c2ccccc2)c2nc3nccc(-c4cc5c(ccc6ccccc65)oc4=O)c3c(=O)n12 | 77 | 77 | 67 | 82 | 67 | 68 | 97 | 104
CCCC(C)C1CCC(OC(C)=O)CC1 (centres undefined) | 105 | 107 | 95 | 103 | 108 | 82 | 96 | 106
COc1ccc2cc(C(C)c3nnc(N)s3)ccc2c1 (centres undefined) | 95 | 108 | 97 | 107 | 112 | . | 114 | 107
COc1cc(-c2csc(NC(=O)c3cc(C(F)(F)F)cc(C(F)(F)F)c3)n2)cc(OC)c1OC | 22 | 32 | 3.9* | -30* | 29 | . | 3.4* | 41
COc1cc2c(c(OC)c1OC)-c1ccc(SC)c(=O)cc1[C@@H](NC1OC(CO)C(O)C(O)C1O)CC2 (some centres undefined) | 4.7* | 11 | 43 | -18* | -40* | 50 | 55 | 61
CCCCCN(C(=O)CCC)c1ccccc1 | 116 | 102 | 101 | 99 | 106 | 122 | 122 | 115
N#Cc1ccc(C(=O)Cn2cc(CO)nn2)cc1 | 108 | 92 | 88 | 103 | 102 | 107 | 96 | 109
CC(C)C[C@H]1N[C@@]2(C(=O)Nc3ccccc32)[C@@H](c2ccc(F)cc2)[C@@H]1C(=O)c1ccc(O)cc1 | 96 | . | 64 | 86 | 97 | 97 | 92 | 102
Oc1ccccc1/C=N/N=C/c1c(O)ccc2ccccc12 | 92 | 80 | 84 | 93 | 108 | 98 | 91 | 101
C/C(=C(/C)c1ccc(O)cc1)c1ccc(O)cc1 | 109 | 91 | 59 | 87 | 92 | . | 95 | 111
COc1cc(NC(=O)c2cc3ccccc3nc2Nc2cc(OC)c(OC)c(OC)c2)cc(OC)c1OC | 96 | 52 | 51 | 53 | 80 | 105 | 107 | 86
CC(=O)OCC1OC(OC(C)=O)C(NC(=O)N(CCCl)N=O)C(OC(C)=O)C1OC(C)=O (centres undefined) | 104 | 101 | 53 | 94 | 86 | 81 | 119 | 111
COc1ccc(S(=O)(=O)O)cc1NS(=O)(=O)c1ccc(C)cc1 | 142 | 102 | 95 | 100 | 100 | 103 | 98 | 90
CCOC(=O)CC[C@H](NC(=O)c1ccc(NC(=O)Cn2c(C)nc3c(c(C)nn3-c3ccccc3)c2=O)cc1)C(=O)OCC | 94 | 91 | 89 | 99 | 103 | 96 | 90 | 100

Other results follow:
SMILES | SK-MEL-2 | M14 | UACC-62 | SK-MEL-5 | MDA-MB-435 | UACC-257 | MALME-3M | SK-MEL-28
CC(O)CNCC(C)(C)N (centres undefined) | 110 | 97 | 104 | 104 | 102 | . | 98 | 112
CCC(OC(C)=O)c1ccc2c(c1)OCO2 (centres undefined) | 103 | 104 | 107 | 93 | 121 | 109 | 88 | 104
CC/C=C\C/C=C\C/C=C\CCCCCCCCOc1ccc(CCOP(=O)(O)OCC[N+](C)(C)C)cc1 | 115 | 105 | 97 | 108 | 102 | 98 | 109 | 103
CCCCCCC(CO)CCCC (centres undefined) | 95 | 92 | 112 | 103 | 111 | 107 | . | 112
COc1ccc(NC(=O)c2sc3nc4c(cc3c2N)C(O)CCC4)cc1 (centres undefined) | 96 | 101 | 99 | 100 | 85 | 97 | 122 | 102
CCCCc1nc(Cl)c(C2CC(c3ccc(C(F)(F)F)cc3)=NN2C=O)[nH]1 (centres undefined) | 88 | 97 | 81 | 95 | 97 | 101 | 103 | 100
O=C(Nc1ccccc1)C1CN(Cc2cccnc2)CCS1 (centres undefined) | 99 | 95 | 89 | 102 | 97 | 79 | 99 | 108
C/C=C(C)/C=N/Nc1nc(-c2ccccc2)cs1 | 108 | 100 | 88 | 100 | 109 | 104 | 98 | 106
O=c1[nH]c2ccccc2cc1-c1nnc(COc2ccc3ccccc3c2)o1 | 109 | 99 | 96 | 104 | 104 | 105 | 91 | 112
CCOC(=O)C(=O)Nc1ccc2c(ccn2C(=O)c2cccc(F)c2)c1 | 100 | 95 | 94 | 96 | 100 | 99 | 102 | 99
CC(CNC1CCCC1)OC(=O)c1ccccc1 (centres undefined) | 104 | 97 | 95 | 105 | 107 | 97 | 103 | 101

Hits appear at their usual frequency (roughly 11% active in at least one column).
